BAP1 block – inhibitors of human BAP1 deubiquitinase | Q92560 | recombinant BAP1, Ub-AMC hydrolysis fluorescence kinetic; stronger effect = lower value | activity remaining (% of control), % at 20 µM | 72,000 compounds, 0.48% hits;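 active = activity remaining at or below 50% of control, provided the compound also passes the data quality filters; inactive = the rest, including low values that fail the filters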;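 note: 100% = DMSO wells rate and 0% = substrate alone blank rate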
Target sequence (Q92560 whole entry, looked up): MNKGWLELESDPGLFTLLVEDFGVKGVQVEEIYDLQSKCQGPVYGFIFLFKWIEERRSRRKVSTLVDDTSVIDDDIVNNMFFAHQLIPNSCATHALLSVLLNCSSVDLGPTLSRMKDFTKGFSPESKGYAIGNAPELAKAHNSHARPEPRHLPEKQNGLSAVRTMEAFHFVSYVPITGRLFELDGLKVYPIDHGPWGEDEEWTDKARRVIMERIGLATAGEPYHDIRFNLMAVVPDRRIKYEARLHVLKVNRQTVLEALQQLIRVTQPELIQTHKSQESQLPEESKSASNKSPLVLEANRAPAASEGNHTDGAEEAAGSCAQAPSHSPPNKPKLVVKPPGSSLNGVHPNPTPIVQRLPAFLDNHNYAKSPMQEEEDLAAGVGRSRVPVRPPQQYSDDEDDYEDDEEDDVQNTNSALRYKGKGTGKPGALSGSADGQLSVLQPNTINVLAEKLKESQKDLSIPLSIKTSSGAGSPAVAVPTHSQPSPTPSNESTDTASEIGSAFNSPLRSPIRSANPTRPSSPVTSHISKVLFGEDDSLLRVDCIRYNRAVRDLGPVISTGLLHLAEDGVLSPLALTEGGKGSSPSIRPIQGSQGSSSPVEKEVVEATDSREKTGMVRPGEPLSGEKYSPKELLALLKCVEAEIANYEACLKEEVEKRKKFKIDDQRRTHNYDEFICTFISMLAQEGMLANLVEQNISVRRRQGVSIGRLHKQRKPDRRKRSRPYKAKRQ
HePTP inhibitor – inhibitors of human HePTP phosphatase. 110,000 compounds, 0.64% hits. inhibition, % at 20 µM. recombinant HePTP phosphatase activity, OD absorbance. AID 521. P35236; in the data active = inhibition above about 50%;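 note: plate controls were vehicle for no effect and reference inhibitor for full effect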
Target sequence (P35236 whole entry, looked up): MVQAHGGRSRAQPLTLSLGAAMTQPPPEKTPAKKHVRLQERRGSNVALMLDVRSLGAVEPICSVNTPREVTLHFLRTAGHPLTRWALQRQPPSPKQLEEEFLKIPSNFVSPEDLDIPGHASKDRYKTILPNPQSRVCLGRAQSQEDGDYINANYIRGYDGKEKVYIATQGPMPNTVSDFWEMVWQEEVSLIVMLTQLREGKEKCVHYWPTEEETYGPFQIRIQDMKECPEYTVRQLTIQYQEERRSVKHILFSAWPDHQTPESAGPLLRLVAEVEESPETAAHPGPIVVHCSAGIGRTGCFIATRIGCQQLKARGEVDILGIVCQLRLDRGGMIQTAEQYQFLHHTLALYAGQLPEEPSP
An asterisk follows results filed as active; . = not tested or not shown; & = joins results of further samples.

SMILES	BAP1 block	HePTP inhibitor
COc1ccc(C(=O)CSc2nnc(CNc3nc(-c4ccccc4)cs3)n2C)cc1	86	7
COC(=O)Nc1ccc(S(=O)(=O)N2CCN(c3ccc(F)cc3)CC2)cc1	154	2
COc1ccccc1CC(=O)Nc1cc(Cl)ccc1OC	.	-4
Cc1cc(/C=C2/SC(=O)NC2=O)c(C)n1-c1ccc(C(C)(C)C)cc1	.	-3
Oc1ccccc1/C=N/N=C/c1ccccc1O	.	-3
COc1ccc(NC(=O)CSc2nnc(C3CC3)n2N)cc1	109	4
C=CCN1C(=O)/C(=C/c2ccc(C)cc2)C(=O)NC1=S	.	9
Cc1ccc(C2(C)NC(=O)N(CC(=O)NC(=O)NCCC(C)C)C2=O)cc1 (centres undefined)	98	1
c1ccc2c(c1)C(=NCC1CCCO1)NC2=NCC1CCCO1 (centres undefined)	82	5
NC(=S)n1[nH]c(-c2ccccc2)c(N=Nc2ccc(C(=O)O)cc2)c1=O	.	-1
O=C(OCCOc1ccccc1Cl)c1ccc(-n2cnnn2)cc1	65	5
O=C(c1ccc(C#Cc2ccccc2)o1)N1CCN(c2ccccn2)CC1	89	-2
COC(=O)C1=CN(CCCN2CCCC2=O)C=C(C(=O)OC)C1c1cccs1	.	1
COc1cccc(CC(=O)Nc2nccs2)c1	155	3
O=c1[nH]nc2c3cc([N+](=O)[O-])c(Cl)cc3n3c(c1-2)CCCCC3	.	-3
CCOc1ccc(OCC)c(NC(=O)C2CCCN(S(=O)(=O)c3cnc[nH]3)C2)c1 (centres undefined)	97	6
COCCn1nnnc1C(c1ccccn1)N1CCN(c2cc(C)ccc2C)CC1 (centres undefined)	121	-8
CC(C)c1ccccc1NC(=O)c1cc2ccccc2oc1=O	68	.
O=C1CCC(=O)N1CCOP1(=O)COc2ccccc2OC1	102	-7
O=C(C1CCN(S(=O)(=O)c2ccccc2)CC1)N(CCc1ccccc1)Cc1ccco1	78	11
Cc1ccc(C(=O)NC(C)c2ccccc2)cc1[N+](=O)[O-] (centres undefined)	142	.
O=c1[nH]c(NNC(=S)Nc2ccccc2)nc2sc3c(c12)CCCC3	.	-3
CCNC(=O)NC(=O)CSc1cccc(C(F)(F)F)c1	96	-18
CC(C)Cn1c(SCC(=O)NC(=O)Nc2ccc3c(c2)OCCO3)nc2ccccc2c1=O	.	5
CCc1sc(NC(=O)COC)nc1-c1ccccc1	84	1
CC(=O)Nc1cc2c(nc1C)nc(C)n2Cc1ccc(Br)cc1	104	3
CC(C)(C)c1nnc(NC(=O)C2CCN(c3ncccn3)CC2)s1	77	8
CC(=O)C(C)(C)/C(C)=N/N=C(\N)c1ccc(C)cc1	.	-14
C=CCN(C(=O)CNC(=O)c1ccco1)C(C(=O)NC1CCCCC1)c1ccccc1 (centres undefined)	102	3
CCOC(=O)c1ccc(-c2ccc(C(=O)Nc3cccc(NC(=O)c4ccccc4C)c3)o2)cc1	.	1
COC(=O)c1ccc(C(=O)OC)c(NC(=O)CN2CCN(c3ccccc3OC)CC2)c1	154	-4
CC(=O)Oc1ccc(-c2cccc(C(=O)OC(C)C)c2)cc1	.	1
CN1C(=O)/C(=C\c2cc(Br)ccc2OCc2ccccc2)SC1=S	.	6
CCN(CC)S(=O)(=O)c1ccc(C2CNC(=O)C2)cc1 (centres undefined)	97	3
Cc1ccc(N2C(=O)c3ccccc3C2=O)cc1C	.	-8&-3
O=[N+]([O-])c1cc(S(=O)(=O)Nc2cc3c4c(oc3c3ccccc23)CCCC4)ccc1Cl	71	.
CCOC(=O)c1oc2ccc(CNCCO)c(Cl)c2c1C	174	10
CCn1c(SCC(=O)N2CCc3ccccc3C2)nc2c1c(=O)n(C)c(=O)n2C	105	3
COc1ccc(NC(=O)CSc2nnc(-c3ccccc3C)n2C)cc1	120	11
Cc1oc(C2CC2)cc1C(=O)O	103	9
CC(C)N1CCC(=NNC(=O)c2ccc(C(C)(C)C)cc2)CC1	.	-7
Cc1nn(CCO)c(C)c1Oc1ccccc1O	.	7
CC(C(=O)NCc1ccccc1)N(CCN1CCOCC1)C(=O)c1snc(C(N)=O)c1N (centres undefined)	65	10
CC(CS(=O)(=O)c1ccc(N)cc1)N1CCOCC1 (centres undefined)	96	.
COCCNC(=S)Nc1ccc(OC)cc1	.	10
Cc1cccc(CSCc2nnc(NC(=O)Nc3ccc(Cl)cc3)s2)c1	.	4
CCCCCCn1c(N2CCN(c3ccccc3)CC2)nc2c1c(=O)[nH]c(=O)n2C	75	5
O=C1C(C23CC4CC(CC(C4)C2)C3)C(=O)N(c2ccccc2)N1c1ccccc1	.	-1
Cc1cccc(NC2(C(F)(F)F)N=C3SCCN3C2=O)n1 (centres undefined)	56	5
Cc1ccc(NC(=O)/C(CN(C)C)=N\O)cc1	103	7
COC(=O)C1C(C(C)C)N(c2ccccc2)OC1(C)O (centres undefined)	98	4&-5
CCS(=O)(=O)N1CCC(C(=O)Nc2cccc(C(C)=O)c2)CC1	67	2
COc1ccc(CCNC2CC(=O)N(c3ccc(Br)cc3)C2=O)cc1 (centres undefined)	.	-10
COc1ccc(CSc2nnc(C)n2N)cc1	102	0
O=C(CN1CCN(C2CCCCC2)CC1)Nc1ccccc1N1CCCCC1	.	-5
COc1ccccc1NC(=O)/C(=C/c1ccco1)NC(=O)c1ccc(C)cc1	.	-7
Cc1sc(NC(=O)c2ccc(F)cc2)c(C(=O)O)c1C	.	-11
Cc1nnc(NS(=O)(=O)c2c(C(C)C)cc(C(C)C)cc2C(C)C)s1	.	-20
Cc1cc(C)n(-c2nc3c(c(=O)[nH]c(=O)n3C)n2CCc2ccccc2)n1	104	-8
Cc1cc2cc(CN(CCCN3CCOCC3)C(=O)NC3CCCCC3)c(=O)[nH]c2cc1C	72	6
Remaining list, next part:
SMILES	BAP1 block	HePTP inhibitor
COc1ccc(Nc2nc(-c3ccc(Cl)c(Cl)c3)cs2)cc1	.	0
CCCCc1ccc(C(=O)NC(C(=O)O)C(C)C)cc1 (centres undefined)	104	2
Cc1ccc(N(C(C)C(=O)O)S(=O)(=O)c2c(C)[nH]c(=O)[nH]c2=O)cc1 (centres undefined)	108	6
Cc1cc(=O)n2nc(N3CCC(C(=O)NCCC4=CCCCC4)CC3)sc2n1	65	8
O=C1NN(c2ccccc2)C(=O)/C1=C/c1ccc(-c2ccc(F)cc2)o1	.	-16
Cc1cc(C)cc(OCC(=O)NCC2CCCO2)c1 (centres undefined)	.	8
O=C(CSc1ccc(C(F)(F)F)cc1[N+](=O)[O-])Nc1ccccc1	.	105*
COC(=O)C1=C(C)N=c2s/c(=C\c3ccc(OC)c(OC)c3)c(=O)n2C1/C=C/c1ccccc1 (centres undefined)	.	6
CCc1ccc(NC(=O)c2cc(C)on2)cc1	107	3
COc1cccc(OCC(O)CN2CC(C)CC(C)C2)c1 (centres undefined)	94	7
COC(=O)c1cccc(NC(=O)C(C)N2C(=O)c3ccccc3C2=O)c1 (centres undefined)	86	-7
COc1ccc(O)c(-c2[nH]ncc2C(=O)c2ccccc2)c1	.	-4
CC1=NOC2(C1)/C(=N/O)CCC/C2=N\O (centres undefined)	93	5
CCN1CCCC1CNC(=O)c1cc2c(C)nc3ccccc3c2o1 (centres undefined)	116	10
O=[N+]([O-])c1cc(-c2nnc(-c3ccc(Br)o3)o2)ccc1Cl	.	8
CCc1ccc(NC(=O)C2CC(=O)N(c3ccc(Br)cc3)C2)cc1 (centres undefined)	.	4
CC(C)NC(=O)c1ccc2c(c1)N(CC(=O)N1CCOCC1)C(=O)C(C)(C)O2	92	6
COC(=O)c1cccc(NC(=O)CSc2nnc(COc3ccccc3)n2C)c1	84	5
O=C(CCCC(=O)N(CC(=O)NC1CCCCC1)CC1CCCO1)Nc1ccccn1 (centres undefined)	106	4
O=C(N1CCN(c2ccccn2)CC1)N1c2ccccc2Sc2ccccc21	.	4
CC(=O)NC(C)c1nc2ccccc2n1Cc1ccccc1F (centres undefined)	.	8
COC(=O)/C=C1/N/C(=N/c2nc3ccccc3o2)NC1=O	.	1
CCCCC(=O)Nc1nn(C)c2nc3c(C)cccc3cc12	85	4
CCOc1ccc(NC(=O)/C=C/c2ccccc2)cc1	.	4
COc1ccc(C(=O)N2CCN(C3CCCC(C)C3)CC2)cc1OC (centres undefined)	.	-11
COc1ccc(Nc2cc(C)nc3c2ccc2ccccc23)cc1OC	.	2
CCOC(=O)CSc1nnc(-c2ccc(S(=O)(=O)N3CCC(C)CC3)cc2)o1	.	7
CCOc1cccc(/C=N/c2ccccn2)c1O	.	-31
CC(C)c1cc(C(=O)Nc2ccc3c(c2)OCO3)no1	81	2
COc1ccc(CC(=O)Nc2oc(-c3ccccc3)c(-c3ccccc3)c2C#N)cc1OC	76	5
O=C(CN1C(=O)c2ccccc2C1=O)OCC(=O)N1CCc2ccccc2C1	117	0
O=c1[nH]cc(Cc2ccc(O)cc2)c(=O)[nH]1	.	2
COc1ccc(N2C(=O)C3CCCN3C2c2ccc(C)cc2)cc1Cl (centres undefined)	92	-3
O=C(N1CCOCC1)N1CCN(c2nc(-c3ccccc3)cs2)CC1	121	6
CCCC(=O)Nc1ccc(NC(=O)c2ccc(Cl)c(Cl)c2)cc1	.	-6
Cc1nn(Cc2ccc(Cl)cc2Cl)c(C)c1NC(=O)c1nc2n(n1)C(C(F)F)CC(C)N2 (centres undefined)	101	10
Cc1ccc(/C(O)=C2/C(=O)C(=O)N(CCCCCC(=O)O)C2c2cccc(F)c2)cc1 (centres undefined)	.	8
CC(=O)c1ccc(N2CCN(C(=O)CCS(=O)(=O)c3ccc(C)cc3)CC2)cc1	68	-5
CCN(CC)c1ccc(/C=C2/C=C(c3ccc(C)cc3)OC2=O)cc1	.	-2
Nc1nc(SCC(=O)NCCCN2CCOCC2)nc2sc3c(c12)CCC3	87	2

Part of the list above, reformatted.
| BAP1 block | HePTP inhibitor | SMILES |
| --- | --- | --- |
| . | 4 | CCOc1ccc(NC(=O)/C=C/c2ccccc2)cc1 |
| . | -11 | COc1ccc(C(=O)N2CCN(C3CCCC(C)C3)CC2)cc1OC (centres undefined) |
| . | 2 | COc1ccc(Nc2cc(C)nc3c2ccc2ccccc23)cc1OC |
| . | 7 | CCOC(=O)CSc1nnc(-c2ccc(S(=O)(=O)N3CCC(C)CC3)cc2)o1 |
| . | -31 | CCOc1cccc(/C=N/c2ccccn2)c1O |
| 81 | 2 | CC(C)c1cc(C(=O)Nc2ccc3c(c2)OCO3)no1 |
| 76 | 5 | COc1ccc(CC(=O)Nc2oc(-c3ccccc3)c(-c3ccccc3)c2C#N)cc1OC |
| 117 | 0 | O=C(CN1C(=O)c2ccccc2C1=O)OCC(=O)N1CCc2ccccc2C1 |
| . | 2 | O=c1[nH]cc(Cc2ccc(O)cc2)c(=O)[nH]1 |
| 92 | -3 | COc1ccc(N2C(=O)C3CCCN3C2c2ccc(C)cc2)cc1Cl (centres undefined) |
| 121 | 6 | O=C(N1CCOCC1)N1CCN(c2nc(-c3ccccc3)cs2)CC1 |
| . | -6 | CCCC(=O)Nc1ccc(NC(=O)c2ccc(Cl)c(Cl)c2)cc1 |
| 101 | 10 | Cc1nn(Cc2ccc(Cl)cc2Cl)c(C)c1NC(=O)c1nc2n(n1)C(C(F)F)CC(C)N2 (centres undefined) |
| . | 8 | Cc1ccc(/C(O)=C2/C(=O)C(=O)N(CCCCCC(=O)O)C2c2cccc(F)c2)cc1 (centres undefined) |
| 68 | -5 | CC(=O)c1ccc(N2CCN(C(=O)CCS(=O)(=O)c3ccc(C)cc3)CC2)cc1 |
| . | -2 | CCN(CC)c1ccc(/C=C2/C=C(c3ccc(C)cc3)OC2=O)cc1 |
| 87 | 2 | Nc1nc(SCC(=O)NCCCN2CCOCC2)nc2sc3c(c12)CCC3 |

New compounds follow:
SMILES	BAP1 block	HePTP inhibitor
COc1cccc(/C=C2\SC(=S)N(c3cccc(C)c3C)C2=O)c1	.	0
CC1CCCC(C)N1C(=O)CN1C(=O)C(C)(C)Oc2ccc(C(=O)NC3CCCCC3)cc21 (centres undefined)	.	3
Cc1ccc(-c2nc(N)n(S(C)(=O)=O)n2)cc1	63	-9
CCOc1ccc(NC(=O)/C=C\C(=O)O)cc1	.	-9
CCOC(=O)C1CCN(C(=O)c2ccc3c(c2)OCO3)CC1	95	-12
CCOC(=O)N/N=C(\C)c1ccc(O)cc1O	.	-7
CCN(CC)C(=O)COc1cccc2ccccc12	103	9
O=C(Nc1cc(Cl)cc(Cl)c1)c1ccc2c(c1)OCO2	.	-16
COc1ccc(-n2c(SCC(=O)Nc3cc(C)on3)nc3ccc(O)cc3c2=O)cc1OC	111	12
COCCNC(=O)COc1cccc2ccccc12	.	3
Cc1ccc2c(c1)N(CCC(=O)NCC1COc3ccccc3O1)C(=O)CO2 (centres undefined)	98	3
COc1cc(NC(C)=O)ccc1NC(=O)c1ccco1	.	-3
Cc1ccc(N(C(=O)c2cccc([N+](=O)[O-])c2)c2ccc3ccccc3c2)cc1	56	.
CCC(C)Sc1nc2c(c(=O)[nH]c(=O)n2C)n1CC(O)COc1cccc2ccccc12 (centres undefined)	125	5
CCC1SC(=NC(=O)c2ccc(Cl)c(Cl)c2)NC1=O (centres undefined)	96	8
Cc1csc(N2CCc3ccccc32)n1	65	3
Cc1c(NC(=O)c2cccc(I)c2)c(=O)n(-c2ccccc2)n1C	70	.
COc1cc(OC)c(C2Nc3cccc4cccc(c34)N2)c(OC)c1	.	3
CC(=O)Oc1ccc(/C=C2\C=C(c3ccc(C)cc3)OC2=O)cc1	.	10
COC(=O)CCC(=O)Nc1ccc(C)c(Br)c1	.	11
O=C(NCc1ccccc1)NC1(C(=O)Nc2ccc3c(c2)OCCO3)CCCCC1	111	-2
CCOC(=O)c1cccc(NC(=O)c2ccc(Cl)cc2Cl)c1	.	-10
COc1cc(NC(=O)COc2ccc(F)cc2)c(Cl)cc1NC(=O)c1ccccc1	.	0
O=C(Cc1c(C(=O)O)[nH]c2ccc(Cl)cc12)Nc1ccc2c(c1)OCCO2	97	0
Nc1cc(=O)[nH]c(SCc2cccc(Cl)c2)n1	65	-8
COc1ccc(/C=C/C(=O)NC(=S)Nc2ccc(C(C)=O)cc2)cc1	.	10

Screening results from PubChem BioAssay.
